# Screening results as filed in PubChem.
# PPC-1+TRAIL kill: PPC-1 cancer cell killing with TRAIL present; PPC-1 cells + TRAIL, ATPLite viability luminescence; cell killing (% activity), % at 4 µM; 220,000 compounds, 0.41% hits; AID 1443;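 active = cell killing above 50% in the first pass at 4 µM, then a duplicate retest at 5 µM averaging 50% or more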;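 also: plate controls were cells with TRAIL plus DMSO for no effect and medium-only wells lacking cells for full effect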
# Cl transport mod: KCC2 (human) Cl- transport modulation | B-score of Tl+ flux slope (higher = more flux/activation; lower = inhibition) at 10 µM | AID 1456 | KCC2 cells, thallium flux FluoZin-2 fluorescence | Q9H2X9 | 190,000 compounds, 2.2% hits;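 active = thallium flux slope and its plate-corrected score both differing from the plate sample mean at a set confidence after two filtering rounds, in either direction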;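 also: slope of fluorescence scaled to starting intensity during 10 to 20 s after thallium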
# Tb hexokinase: T. brucei hexokinase 1 inhibition. recombinant TbHK1, G6PDH-coupled NADH A340. inhibition, % at 10 µM. 220,000 compounds, 0.11% hits. AID 1430;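 active = inhibition of 50% or more in the single-dose primary screen; inactive = inhibition below 50%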
# thrombin 1536: blocks human thrombin protease activity; alpha-thrombin, Boc-VPR-AMC fluorogenic substrate cleavage; inhibition, % at 5 µM; 220,000 compounds, 0.26% hits;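 active = inhibition at or above 40%; inactive = inhibition below 40%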;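 also: 0% = enzyme with no compound and 100% = wells without enzyme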
#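 System – human alpha-thrombin protein · Reagent – Boc-VPR-AMC substrate, 15 µM final · Compound – 5 µM single dose in 0.2% DMSO · Schedule – reaction at room temperature · Technique – AMC fluorescence at 355 nm excitation and 460 nm emission · Read-out basis – % inhibition relative to enzyme controls and enzyme-free blanks · Control set – no-compound enzyme wells and no-enzyme blanks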
# EBV gp42 block: blocks Epstein-Barr virus glycoprotein 42 binding; Q1HVG2; Fluorescence polarization binding assay, mP read-out; inhibition, % (tested at 21.74 µM); 220,000 compounds, 0.42% hits; AID 1085; in the data active = inhibition above about 50%
# Target sequence (Q1HVG2 whole entry, looked up): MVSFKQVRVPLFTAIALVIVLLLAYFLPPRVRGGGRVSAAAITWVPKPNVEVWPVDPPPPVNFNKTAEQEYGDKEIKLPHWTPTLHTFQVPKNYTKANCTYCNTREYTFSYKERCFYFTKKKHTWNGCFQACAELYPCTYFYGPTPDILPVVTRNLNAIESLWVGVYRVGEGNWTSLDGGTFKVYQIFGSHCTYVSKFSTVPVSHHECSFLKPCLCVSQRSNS
# zfTRPN1 agonist: agonists of zebrafish TRPN1 channel; activation, % at 3 µM; 220,000 compounds, 0.18% hits; HEK293 zebrafish TRPN1-YFP, Fluo-8 calcium fluorescence; 100% = response to 87 µM carbachol;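 active = activation above its plate's cutoff, the mean activation of test wells on that plate plus 3 SD, cut at about 19% in these data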;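 also: 0% = DMSO alone and 100% = 87 µM carbachol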
#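 Material: zebrafish TRPN1-YFP in HEK293 cells. Doses: one dose of 3 µM, 0.3% DMSO. Incubation: dye 1 h 37 °C plus 30 min RT. Measured by: intracellular calcium fluorescence with Fluo-8.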
# TRPML3 ag: agonists of human TRPML3 channel | Q8TDD5 | HEK293 TRPML3-YFP, Fluo-8 calcium fluorescence; 100% = the carbachol control signal | activation, % at 3 µM | 220,000 compounds, 0.29% hits | AID 1448;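 active = activation above its plate's cutoff, the mean activation of the plate's test wells plus 3 SD, cut at about 12% in these data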;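 also: 0% = DMSO only wells and 100% = carbachol wells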
# Target sequence (Q8TDD5 whole entry, looked up): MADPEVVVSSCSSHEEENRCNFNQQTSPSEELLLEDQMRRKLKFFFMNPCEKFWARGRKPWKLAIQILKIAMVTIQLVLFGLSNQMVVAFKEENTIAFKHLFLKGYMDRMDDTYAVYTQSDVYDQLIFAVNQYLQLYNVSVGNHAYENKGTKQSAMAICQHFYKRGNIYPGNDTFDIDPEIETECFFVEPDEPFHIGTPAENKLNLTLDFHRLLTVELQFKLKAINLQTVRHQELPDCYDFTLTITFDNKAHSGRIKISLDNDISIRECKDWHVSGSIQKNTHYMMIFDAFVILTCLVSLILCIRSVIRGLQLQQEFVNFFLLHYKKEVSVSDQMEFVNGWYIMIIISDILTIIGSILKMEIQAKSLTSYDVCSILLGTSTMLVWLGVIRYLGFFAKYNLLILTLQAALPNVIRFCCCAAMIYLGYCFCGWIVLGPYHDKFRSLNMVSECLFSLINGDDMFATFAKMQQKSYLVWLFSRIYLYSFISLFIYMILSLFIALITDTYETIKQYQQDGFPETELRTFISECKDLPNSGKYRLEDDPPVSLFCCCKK
#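 system = HEK293 cells stably carrying human TRPML3-YFP | doses = one concentration, 3 µM nominal, 0.3% DMSO | timing = dye loading 1 h 37 °C then 30 min ambient, 125 s read | detection = Fluo-8 calcium dye fluorescence, ex 470-495, em 515-575 nm | benchmarks = high control carbachol 87 µM, low control DMSO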
# Calpain2 inh: calpain II (pig) inhibition | purified calpain II, fluorogenic peptide substrate, 30 min | inhibition, % at 16 µM | 220,000 compounds, 0.37% hits | AID 1236;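 active = inhibition above about 50%, limit read from the data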
# Furin inh: blocks human furin protease activity | P09958 | inhibition, % at 30 µM | purified furin, fluorogenic substrate cleavage | 220,000 compounds, 0.061% hits | AID 463115; in the data active = inhibition above about 25%; also: inactives centre near -15
# * marks the source's active call; other numbers are inactive results; . = no result given; [ ] = dose if it differs, or a comment.
structure	thrombin 1536	TRPML3 ag	Cl transport mod	Tb hexokinase	PPC-1+TRAIL kill	EBV gp42 block	Calpain2 inh	Furin inh	zfTRPN1 agonist
COCCNC(=S)N/N=C(\C)c1ccc2cc(OC)ccc2c1	7	-1.1	11*	-20	5	-11	26	-4	-2.0
CCCN1C(=O)/C(=c2\s/c(=C3\C=Cc4ccccc4N3CC)c(=O)n2-c2ccccc2)SC1=S	-6	0.6	0.29	0	23	-15	-11	-19	2.0
Cc1ccc(NC(=O)CC2C(=O)NCCN2C(=S)Nc2ccccc2)c(C)c1 (centres undefined)	-4	0.9	-0.23	2	9	-5	-12	-16	2.1
Cc1[nH]c2ccccc2c1C(c1ccccn1)N1CCC(C)CC1 (centres undefined)	0	0.8	1.1	-5	-4	-9	-5	-18[20 µM]	-0.7
C[C@@H](C(=O)NCc1ccccn1)[C@H]1C[C@]1(C)[C@H](NC(=O)OCc1ccccc1)c1ccccc1	3	-1.1	-0.34	0	25	-1	2	-8	-1.4
COc1ccc(-c2[nH]ncc2CN2CCCC(C(=O)c3cccc(OC)c3)C2)cc1 (centres undefined)	-11	1.0	0.5	1	14	-13	-24	-29	-1.2
O=C(Nc1ccc(O)cc1C(=O)O)c1cccc(Br)c1	-7	1.5	0.034	6	9	1	5	-8	1.1
CCN1CCN(C(c2cccs2)C(C)NC(=O)NC2CCCCC2)CC1 (centres undefined)	-6	0.2	.	6	20	4	-7	-15	1.1
COc1ccc(C(C)=O)cc1COC(=O)CNC(=O)c1cc(C)cc(C)c1	-5	-0.3	-0.083	4	0	-24	-2	-8	-0.9
COc1ccc(C2c3ccc(O)cc3Oc3ncn4nc(-c5ccccn5)nc4c32)cc1OC (centres undefined)	-2	-0.5	-1.5	-1	23	0	-7	-23	0.3
Cc1ccc2nc(SCC(=O)Nc3ccccc3N3CCOCC3)c(C#N)cc2c1	-3	0.1	-0.85	4	26	50*	-11	-23[20 µM]	0.5
CC(C)OCc1c(C(=O)OC/C(O)=C(\C#N)c2nc3ccccc3[nH]2)oc2ccccc12	2	1.4	0.46	-5	18	-9	-23	-9	0.4
CC(C)CC(=O)Nc1cccc(-c2cn3ccsc3n2)c1	0	3.1	0.91	-1	34	-1	4	-8[20 µM]	3.5
COc1ccc2c(c1)[nH]c1c(=O)n(/N=C/c3ccc(OC)c(CN4CCCCC4)c3)cnc12	1	1.9	-0.014	-49	-11	-6	-52	-2	1.6
O=C(Nc1cccnc1Cl)c1noc2c1CCc1ccccc1-2	-2	0.6	1	-11	34	-7	-9	-5	1.0
O=C1OCCC1Sc1nnc(-c2ccc(Br)cc2)o1 (centres undefined)	3	0.2	.	1	11	-32	-3	-25[20 µM]	-1.5
CCOC(=O)c1cc2c(nc1N)CCCC2	-2	0.0	-0.39	-22	18	-28	-145	-21	-0.8
COC(=O)Cc1ccc(NC(=S)NC(C)(C)C)cc1	1	0.5	0.91	-5	10	8	-2	-15	1.3
CN(C)Cc1cc(O)c(CN(C)C)cc1O	-2	-0.2	.	4	-9	-14	21	-6	1.4
COC(=O)c1ccc(CN(C(C)=O)c2ccccc2)o1	-4	0.7	-0.056	1	22	-12	-4	-2	0.5
Cc1sc2ncnc(N/N=C/c3cccc(O)c3)c2c1C	-9	0.3	-0.39	-29	19	19	-6	-7	-1.2
CSc1nnc(-c2ccc(C(F)(F)F)nc2C)o1	-2	1.1	0.35	7	4	-1	17	-24	1.0
CCN(CC)S(=O)(=O)c1ccc(C)c(C)c1	4	1.4	-0.077	2	18	-10	-10	-25[20 µM]	-1.3
Cc1cc(NC(=O)CCSc2ccc(Cl)cc2)no1	-1	-0.6	0.02	7	25	6	19	-20	-2.6
COc1ccc(Cn2c3ccc(OC)cc3c3nc4ccccc4nc32)cc1	-1	1.0	-0.88	-13	5	67*	-13	-19	-0.3
Nc1cc(=O)[nH]c(SCc2ccc(Cl)cc2)n1	1	0.7	.	5	16	-7	3	-21[20 µM]	1.6
CCOC(=O)c1ccc(NC(=O)CN2CCN(CCN=CC3=C(O)CC(C)(C)CC3=O)CC2)cc1	-1	1.4	-0.88	-3	27	6	9	-10	1.2
COC(=O)c1cccc(NS(=O)(=O)c2ccc(OC)c(OC)c2)c1C	2	2.4	.	2	-10	-2	29	-5[20 µM]	4.3
Nc1n[nH]c(-c2ccccc2[N+](=O)[O-])n1	-3	1.2	0.25	30	16	-16	-4	-10	-0.7
Cc1ccc(Nc2nnc(SCc3ccccc3)s2)cc1	-4	-0.1	-1.4	-1	20	-7	27	-17[20 µM]	-2.0
CC(C)CCN1CCN(Cc2cn[nH]c2C2CCCCC2)CC1CCO (centres undefined)	-4	1.0	0.23	-4	4	4	-17	-17	0.2
COc1ccc(NC(=O)CCN2CCCC(C)C2)cc1 (centres undefined)	-5	1.1	.	-1	18	-13	2	-17[20 µM]	0.5
Cc1ccc(OCC(=O)NNC(=O)C2CCN(c3nc(C)cc(C)n3)CC2)cc1	-1	0.5	0.48	-1	4	-3	-4	-18	0.9
Cc1ccc(CSc2nnc(-c3cccnc3)o2)cc1	-1	0.4	-0.74	-8	-8	-21	0	-11[20 µM]	-0.8
COc1cc(-c2nc(-c3ccccc3)c(-c3cccs3)[nH]2)cc(OC)c1O	7	-0.8	.	-33	-6	16	-362	-8[20 µM]	-1.0
O=C(Nc1ncc(Cc2cccc(C(F)(F)F)c2)s1)C1CCCO1 (centres undefined)	1	-0.3	.	8	-1	-17	-2	-22	-0.8
Cc1cc(C(=O)CSc2nc(N)cc(N)n2)c(C)n1CCc1ccc(F)cc1	1	0.8	-0.6	1	18	-11	-75	-15	1.2
O=[N+]([O-])/C=C\c1ccc(N2CCCC2)c(F)c1	-7	13*	-1.4	1	0	-80	-34	-20	11
O=C(CN1CCOCCOCCN(CC(=O)Nc2ccccc2)CCOCC1)Nc1ccccc1	-10	-1.3	-0.0086	6	7	-6	-35	-28	-2.0
O=C1c2cccnc2C(O)N1Cc1cccs1 (centres undefined)	1	0.0	.	-3	8	9	4	-5	1.6
CSc1nsc(/C=C/Nc2cccc(Cl)c2)c1C#N	-5	40*	0.26	-7	4	-17	-25	-5[20 µM]	0.6
CC(NS(=O)(=O)c1ccc([N+](=O)[O-])cc1)C(=O)NN (centres undefined)	-10	1.2	0.44	1	-4	-15	-33	-23	0.7
O=C(CCc1nc(-c2ccccn2)no1)NCc1ccc2c(c1)OCO2	2	0.2	0.95	11	4	-9	-14	-22	0.2
COc1ccccc1/C=N/NC(=O)c1ccc(NC(=O)c2ccccc2Br)cc1	-2	0.1	0.61	1	5	-17	1	-33	2.1
Cc1ccc(N2CC(=O)N(CC(=O)O)C2=O)cc1	-11	0.3	0.38	0	0	-17	5	-22	-0.2
COCCn1c(=O)[nH]c2cc(C(=O)NCC3CCCO3)ccc2c1=O (centres undefined)	2	0.6	-0.51	1	-10	3	-21	-30	1.7
CC(=O)Nc1ccc(NC(=O)Cn2cnc3c(nnn3Cc3ccc(F)cc3)c2=O)cc1	-4	0.7	1.4	-2	12	-6	-50	-2	0.4
Cc1c(C(=O)Nc2ccc(Br)cc2)cnn1C	-9	0.5	-0.13	-4	29	2	2	-19	0.7
O=C(NNC(=O)C1[C@H]2CCCC[C@@H]12)Nc1cccc2ccccc12 (some centres undefined)	-3	0.4	-1.3	-6	1	-1	10	-19	-0.1
O=C(NCc1ccco1)c1ccc(Cl)c(S(=O)(=O)N2CCc3ccccc32)c1	-6	0.6	-0.53	-1	8	2	32	-9	-1.7
CC(C)(C)c1csc(NC(=O)Nc2ccccc2)n1	-3	3.0	-0.095	-1	25	-10	25	-26	6.8
CC(C)(C)c1ccc(NC(=O)COC(=O)c2ccc([N+](=O)[O-])s2)cc1	-2	0.7	-0.02	22	-9	-18	15	-5	0.2
Cc1cc(C(=O)CSc2nc(N)cc(N)n2)c(C)n1C1CC1	-12	0.1	-0.018	-6	11	-22	-47	-12	-2.9
Cc1ccccc1N(C(=O)Cc1c[nH]c2ccccc12)C(C(=O)NC1CCCCC1)c1ccco1 (centres undefined)	-10	-0.1	-1.2	14	36	-16	-8	-19	-1.9
COc1ccc(NC(=S)N2C3CCC2CC(NC(=O)NC24CC5CC(CC(C5)C2)C4)C3)c(OC)c1 (centres undefined)	1	4.9	.	-4	-11	-9	-64	-13[20 µM]	0.0
S=C(NC1CCCCC1)N1CCCCC1	-1	0.2	-0.84	-5	11	-3	-3	-7	0.0
O=C(NC1CCCCC1)N1CCC(c2nc(-c3ccc(S(=O)(=O)N4CCCC4)cc3)no2)CC1	-3	1.1	.	-2	-4	5	14	-22	0.6
CCOc1ccc(Br)cc1S(=O)(=O)Nc1ccc(Cl)c(S(=O)(=O)N(C)C)c1	3	0.9	0.31	-1	0	22	-7	-10	-0.2
CCCCC(C(=O)O)C(C)CC(=O)NNC(=O)c1ccco1 (centres undefined)	-4	0.3	0.081	0	1	-19	-26	-40	0.7
Cc1cccc(-n2cc(C(=O)O)c(=O)cc2C)c1	-6	0.3	0.34	-11	2	-20	-20	-21	1.0

# Later entries.
structure	thrombin 1536	TRPML3 ag	Cl transport mod	Tb hexokinase	PPC-1+TRAIL kill	EBV gp42 block	Calpain2 inh	Furin inh	zfTRPN1 agonist
CCN(Cc1ccccc1)S(=O)(=O)c1cc(C(=O)O)ccc1OC	-19	0.1	-0.47	0	36	-7	-10	-24	-2.5
Cc1ccccc1OCC(=O)N/N=C/c1cccn1C	-3	0.1	-0.53	-19	-4	-1	-35	-16[20 µM]	0.6
CCOc1ccc(-c2cc(C(=O)NN=C3CCN(C)CC3)[nH]n2)cc1	-12	0.5	0.37	9	28	1	34	4	-0.5
CC(C)NC(=O)CSc1nnc(-c2ccco2)n1N	-2	0.3	0.29	-2	13	-10	-37	-16[20 µM]	0.6
O=C(NCC(=O)N(CCN1CCOCC1)C(C(=O)NC1CCCC1)c1cccs1)c1ccco1 (centres undefined)	5	0.4	0.86	-5	26	12	-2	-30	0.2

# Of the compounds above, these have a COOH group.
structure	thrombin 1536	TRPML3 ag	Cl transport mod	Tb hexokinase	PPC-1+TRAIL kill	EBV gp42 block	Calpain2 inh	Furin inh	zfTRPN1 agonist
O=C(Nc1ccc(O)cc1C(=O)O)c1cccc(Br)c1	-7	1.5	0.034	6	9	1	5	-8	1.1
Cc1ccc(N2CC(=O)N(CC(=O)O)C2=O)cc1	-11	0.3	0.38	0	0	-17	5	-22	-0.2
CCCCC(C(=O)O)C(C)CC(=O)NNC(=O)c1ccco1 (centres undefined)	-4	0.3	0.081	0	1	-19	-26	-40	0.7
Cc1cccc(-n2cc(C(=O)O)c(=O)cc2C)c1	-6	0.3	0.34	-11	2	-20	-20	-21	1.0
CCN(Cc1ccccc1)S(=O)(=O)c1cc(C(=O)O)ccc1OC	-19	0.1	-0.47	0	36	-7	-10	-24	-2.5
